JMJD2A Tudor: qHTS Assay for Inhibitors of JMJD2A-Tudor Domain | actives 4.4% (n = 390,000) | Potency, µM (highest dose often 114 µM), for the others: top-dose activity change, negative = inhibition, hits mostly inhibitors | Lysine-specific demethylase 4A (Homo sapiens), O75164 | AlphaScreen JMJD2A-Tudor / H3K4me3 peptide binding; further: potency means the concentration at half of the fitted maximal effect; on the % scale 0 is the no-effect control and ±100 the full control effect; nearly all actives have a fitted effect of over 50% in size
G9a block: qHTS Assay for Inhibitors of Histone Lysine Methyltransferase G9a; actives 8.8% (n = 350,000); Potency, µM (highest dose often 102 µM), without a hit: at the highest dose activity, negative = inhibition, most hits filed as inhibitors; Histone-lysine N-methyltransferase EHMT2 (Homo sapiens), Q96KQ7; AID 504332, 2011; G9a H3K9 monomethylation, AlphaScreen, 2 h; further: potency means the concentration at half of the fitted maximal effect; on the % scale 0 is the no-effect control and ±100 the full control effect; nearly all actives have a fitted effect of over 75% in size
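G9a (20 nM) preincubated 15 min RT with compounds, then 500 nM biotinylated H3K9 peptide and 20 uM SAM added; 2 h RT reaction. Monomethyl-H3K9 product detected by AlphaScreen with anti-H3K9me1 antibody, streptavidin donor and anti-rabbit IgG acceptor beads.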
GLS inh: qHTS for Inhibitors of Glutaminase (GLS); GLS enzymatic activity, qHTS titration; Potency, µM (top dose mostly 45.5 µM), inactives show top-dose activity change, negative = inhibition, most hits filed as inhibitors; actives 0.21% (n = 410,000); further: potency means the concentration at half of the fitted maximal effect; on the % scale 0 is the no-effect control and ±100 the full control effect
Target sequence (O94925 whole entry, looked up): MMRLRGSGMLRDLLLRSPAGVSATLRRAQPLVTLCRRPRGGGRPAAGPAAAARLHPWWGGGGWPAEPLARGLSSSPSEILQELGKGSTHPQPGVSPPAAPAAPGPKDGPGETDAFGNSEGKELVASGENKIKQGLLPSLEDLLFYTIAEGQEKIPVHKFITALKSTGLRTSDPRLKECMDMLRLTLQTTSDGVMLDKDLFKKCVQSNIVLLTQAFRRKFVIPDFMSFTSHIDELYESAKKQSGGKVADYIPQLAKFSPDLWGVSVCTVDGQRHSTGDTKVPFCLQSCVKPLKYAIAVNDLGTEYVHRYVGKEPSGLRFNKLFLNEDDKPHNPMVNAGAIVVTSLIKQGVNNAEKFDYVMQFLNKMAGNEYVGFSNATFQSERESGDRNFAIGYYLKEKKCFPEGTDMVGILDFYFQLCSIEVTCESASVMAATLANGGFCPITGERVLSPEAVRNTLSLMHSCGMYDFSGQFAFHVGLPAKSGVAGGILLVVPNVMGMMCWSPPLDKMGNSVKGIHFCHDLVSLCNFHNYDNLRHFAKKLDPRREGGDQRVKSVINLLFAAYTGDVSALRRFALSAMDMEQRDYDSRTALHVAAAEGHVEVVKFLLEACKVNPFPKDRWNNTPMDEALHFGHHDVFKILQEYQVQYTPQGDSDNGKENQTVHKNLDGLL
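Assay buffer: 45 mM KH2PO4 pH 8.2, 0.02% Tween-20. hKGA acts on L-glutamine (1 mM solution added); product glutamate is reported by an oxidase/peroxidase Amplex Red coupling, with fluorescence taken at baseline and 30 min.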
BAZ2B inh: qHTS Assay for Inhibitors of BAZ2B. Potency, µM (top dose mostly 114 µM), inactives show at the highest dose activity change, negative = inhibition, usual class: inhibitors. actives 4.4% (n = 360,000). Bromodomain adjacent to zinc finger domain protein 2B (Homo sapiens), Q9UIF8. AlphaScreen BAZ2B-H3K14Ac peptide displacement; further: potency means the concentration at half of the fitted maximal effect; on the % scale 0 is the no-effect control and ±100 the full control effect; nearly all actives have a fitted effect of over 60% in size
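AlphaScreen displacement: compounds (up to 110uM) incubated 30 min at room temperature with a preformed 50 nM BAZ2B/50 nM biotinylated H3K14Ac peptide complex in PBS pH 7.4 with Tween-20. Donor and acceptor beads at 10 ug/mL final added, 20 min light-protected before reading.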
RGS4 inh: Inhibitors of Regulator of G Protein Signaling (RGS) 4: qHTS. actives 0.039% (n = 390,000). Transcreener GDP fluorescence polarization, RGS4-accelerated GTP hydrolysis. AID 504845, 2011. Potency, µM (series often up to 114 µM), without a hit: at the top dose activity change, negative = inhibition, hits mostly inhibitors; further: potency means the concentration at half of the fitted maximal effect; on the % scale 0 is the no-effect control and ±100 the full control effect; nearly all actives have a fitted effect of over 75% in size; some results filed as inactive show a strong effect at the top dose
Target sequence (P49798 whole entry, looked up): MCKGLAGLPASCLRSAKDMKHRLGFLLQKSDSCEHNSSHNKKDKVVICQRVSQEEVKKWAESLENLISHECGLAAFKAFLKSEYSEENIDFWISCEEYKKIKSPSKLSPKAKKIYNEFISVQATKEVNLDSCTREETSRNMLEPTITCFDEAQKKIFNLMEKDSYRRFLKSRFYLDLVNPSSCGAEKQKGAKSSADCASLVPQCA
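MLSMR compounds (23 nl, pin-transferred) preincubated 10 min at room temperature with a 500nM (2x) first reagent, then RGS4 at 900nM (2x) plus Transcreener GDP mix added; fluorescence polarization (620/688 nm) read before and after 90 min at 30 °C.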
ERG Ets-DNA blk: qHTS for Small Molecule Inhibitors of the ERG Ets/DNA interaction; AID 624246, 2012; actives 0.028% (n = 370,000); fluorescence polarization, His-ERG Ets domain / labelled DNA; Potency, µM (doses to about 76.9 µM), without a hit: top-dose FP activity, negative = inhibition, most hits filed as inhibitors; active means well fitted inhibition curve with a large enough effect in the polarisation, with a control signal flat; inconclusive means small, poorly fitted or top-dose-only effect, or effect the other way, or a change in a side signal; inactive means no such curve, though single readings can be large or run the other way; the % refers to the polarisation;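 further: polarization taken with two DNA probes labelled with fluorescein and Texas red; potency means the concentration at half of the fitted maximal effect; % of control where 0% means no effect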
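His-tagged ERG Ets domain (1 uM in the protein solution; 300mM KCl, 50mM Tris-HCl, 1mM EDTA, 1mM DTT, pH 7.5) received compound, then a probe mix of 5 nM fluorescein-DNA and 100nM Texas-615-DNA. Fluorescence polarization was read for both dyes.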
HP1b chromo inh: HTS for Inhibitors of HP1-beta Chromodomain Interactions with Methylated Histone Tails; actives 0.56% (n = 390,000); Chromobox protein homolog 1 (Homo sapiens), P83916; Potency, µM (doses to about 114 µM), inactives show at the highest dose activity change, negative = inhibition, hits mostly inhibitors; AlphaScreen HP1-beta / biotin-H3K9me3 peptide binding; further: potency means the concentration at half of the fitted maximal effect; nearly all actives have a fitted effect of over 70% in size; inactives centre near 23
Target sequence (P83916 whole entry, looked up): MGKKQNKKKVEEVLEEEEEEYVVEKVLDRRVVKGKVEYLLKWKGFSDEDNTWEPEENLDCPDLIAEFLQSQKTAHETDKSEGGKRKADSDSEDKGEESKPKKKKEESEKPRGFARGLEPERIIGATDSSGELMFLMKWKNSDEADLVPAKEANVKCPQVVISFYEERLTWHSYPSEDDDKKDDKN
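AlphaScreen: HP1-beta (50 nM) preformed 30 min with biotin-H3(1-18)K9me3 peptide (50 nM) in PBS pH 7.4, 0.01% Tween-20. Compound added for 30 min at RT, then streptavidin donor/nickel chelate acceptor beads (10 ug/mL) for 30 min.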
ALOX12 inh: Primary qHTS assay for inhibitors of human arachidonate 12S-lipoxygenase (ALOX12): Round 2; Polyunsaturated fatty acid lipoxygenase ALOX12 (Homo sapiens), P18054; purified 12hLO, xylenol orange hydroperoxide absorbance; Potency, µM (titrated, usually from 108 µM), for inactives: top-dose activity change, negative = inhibition, usual class: inhibitors; actives 1.1% (n = 580,000); AID 1671190, 2021; further: potency means the concentration at half of the fitted maximal effect; on the % scale 0 is the no-effect control and ±100 the full control effect
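Purified human 12hLO at 150 nM in 25 mM Hepes, 0.01% Triton X-100, pH 7.0, preincubated 15 min at room temperature with compound. Reaction started with 40 uM arachidonic acid, 30 min at room temperature. Hydroperoxide measured by Fe-xylenol orange, 573/405 nm absorbance ratio.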
PI4K2A inh: qHTS for small molecular inhibitors of PI4K2A; activity change, negative = inhibition, % at 76.9 µM; AID 1346378, 2018; Phosphatidylinositol 4-kinase type 2-alpha (Homo sapiens), Q9BTU6; actives 0.13% (n = 420,000); purified PI4K2A, ADP-Glo luminescence, 1 h; active compounds read low; in the data active means activity change below about -50%; inconclusive means mostly about -30% to -49%;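 further: -100% = wells without enzyme as full effect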
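Compounds are screened against recombinant PI4K2A using PI as substrate and ATP, the latter dispensed at 300 microM. Reactions run one hour at ambient temperature before ADP-Glo detection; full inhibition defined by wells lacking enzyme.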
* = called active by the depositor; ? = inconclusive; . = not tested or not shown; [ ] = remark or other dose. Unless noted, the call rests on the fitted dose curve; in most records, active means well fitted curve in the direction sought with a large enough effect; inconclusive means small, poorly fitted or top-dose-only effect, or another doubt; inactive means no such curve, though single readings can be large; an effect the other way counts as inactive or inconclusive. Some of the compounds tested; count on the stated rates, not on these rows.

JMJD2A Tudor	G9a block	GLS inh	BAZ2B inh	RGS4 inh	ERG Ets-DNA blk	HP1b chromo inh	ALOX12 inh	PI4K2A inh	Molecule
-18%	-7%	4%	-3%	20%	1%	4%	4%	2	CCOc1ccccc1C1NC(=O)CCC1[N+](=O)[O-] (configuration not stated)
-31%	?	1%	-37%	3%	-10%	-2%	0%	-3	COc1ccc(-c2cn3c(C)c(C(=O)N4CCN(c5ccccc5F)CC4)sc3n2)cc1
-7%	-1%[59 µM]	-4%	-21%	-4%	-5%	29%	?	-1	CC[C@@H](C)[C@@H](C(=O)Nc1ccc(C)cc1)N1Cc2ccccc2C1=O
?	17%	2%	2%	3%	-5%	24%	4%	7	COc1ccc(-c2cc(C(F)(F)F)n3ncc(C(=O)N4CCCCC4c4cccnc4)c3n2)cc1 (configuration not stated)
3%	-35%[59 µM]	3%	-6%	16%	1%	35%[activator]	-9%	4	COc1ccc2c(c1)c1c(c(=O)n(-c3ccccc3C)c(=O)n1CC(=O)N1CCCC1)n2C
-17%	-5%	-5%	.	-1%	0%	-2%	-9%	8	Cc1ccc(S(=O)(=O)N2CCN(C(=O)COc3ccc(C)nc3[N+](=O)[O-])CC2)c(C)c1
-12%	5%	?	35µM*	2%	-4%	28%	103%[activator]	2	Cc1c(C(=O)NN)[nH]c2ccc([N+](=O)[O-])cc12
15%	22%	9%	5%	19%	5%	56%	-13%	4	CSc1nccc(Nc2ccccc2)c1C#N
-13%	-29%	-1%	12%	-5%	10%	48%[activator]	0%	1	O=C(CC(c1ccc(F)cc1)c1ccco1)N1CCOCC1 (configuration not stated)
-7%	8%[59 µM]	8%	3%	-3%	1%	44%	?	-2	CCOc1ccc(OCC)c(Nc2ccc3cc(S(=O)(=O)N4CCCC4)ccc3n2)c1
-6%	23%	7%	8%	11%	9%	-29%	-24%	0	COc1ccc(OC)c(S(=O)(=O)N2CCC(C(=O)NCc3ccccn3)CC2)c1
-9%	?	3%	-6%	18%	-8%	16%	.	6	CN1CCN(c2nc3ccccn3c(=O)c2C=O)CC1
-1%	.	-1%	-1%	-9%[56.9 µM]	0%	41%[activator]	-2%	-5	O=C(Nc1cccc(OCC(=O)N2CCOCC2)c1)c1cccc([N+](=O)[O-])c1
-33%	.	4%	.	-15%	-17%	41%[activator]	-94%	-1	Cc1ccc(S(=O)(=O)N2[C@@H](c3ccc(Br)cc3)C(C(=O)O)=CC[C@H]2c2ccc(Cl)c(Cl)c2)cc1
-7%	-4%[59 µM]	-6%	1%	-5%[11.4 µM]	5%	-9%	-8%	-7	CCCCCCCCCOC1OC(CO)C(O)C(O)C1NC(C)=O (configuration not stated)
4%	-23%[59 µM]	6%	-11%	-17%	5%	32%	?	-2	Cc1ccc(OC(=O)C23CC4CC(CC(C4)C2)C3)c(C)n1
-3%	.	-2%	-4%	-16%	-9%	48%[activator]	-21%	-2	O=C(O)c1ccc2c(c1)OCCCO2
103%[activator]	43%[activator]	-1%	33%	-1%	-6%	140%[activator]	-10%	5	CCCCN1C=C(C(=O)OC)C(c2ccccc2Cl)C(C(=O)OC)=C1
17%	19%	3%	15%	12%	7%	57%[activator]	145%[activator]	2	CCOC(=O)C1CCN(c2ncnc3c2oc2ccc(Cl)cc23)CC1
-3%	.	12%	7%	15%	6%	46%[activator]	?	-7	FC(F)(F)c1cnc(N2CCN(C(=S)NCc3ccccc3)CC2)c(Cl)c1
-7%	-18%	-10%	-16%	-14%	0%	12%	14%	-2	Cc1cnc(NC(=O)[C@H](C)N2C(=O)C3CCCCC3C2=O)s1 (some centres not stated)
-17%	-30%[59 µM]	13%	-15%	12%	-3%	29%	?	0	Cc1cccc(Cn2nnc3c(=O)[nH]c(C4CCCN(C(=O)c5ccccc5Cl)C4)nc32)c1 (configuration not stated)
-12%	23%[59 µM]	3%	4%	32%	.	13%	-14%	-5	CCC(N=c1cc(-c2ccc(OC)cc2)oc2ccc(C)cc12)C(=O)O (configuration not stated)
15%	4%	-17%	2%	8%	-3%	55%[activator]	?	3	C=CCc1c(C)nc2ccc(C(=O)OCC)cc2c1Cl

The closing three compounds of the part before come first, to join the parts:
JMJD2A Tudor	G9a block	GLS inh	BAZ2B inh	RGS4 inh	ERG Ets-DNA blk	HP1b chromo inh	ALOX12 inh	PI4K2A inh	Molecule
-17%	-30%[59 µM]	13%	-15%	12%	-3%	29%	?	0	Cc1cccc(Cn2nnc3c(=O)[nH]c(C4CCCN(C(=O)c5ccccc5Cl)C4)nc32)c1 (configuration not stated)
-12%	23%[59 µM]	3%	4%	32%	.	13%	-14%	-5	CCC(N=c1cc(-c2ccc(OC)cc2)oc2ccc(C)cc12)C(=O)O (configuration not stated)
15%	4%	-17%	2%	8%	-3%	55%[activator]	?	3	C=CCc1c(C)nc2ccc(C(=O)OCC)cc2c1Cl
-5%[11.4 µM]	-35%	0%	?	1%	-5%	21%	?	1	CC(C)(CNC(=O)c1ccc(Cl)c(S(=O)(=O)N2CCc3ccccc3C2)c1)N1CCOCC1
-23%	12%[59 µM]	1%	2%	-20%	1%	21%	20%	4	CCn1c(CCCOc2ccc(Cl)cc2Cl)nnc1SCC(=O)Nc1cc(F)ccc1C
20µM*	?	-11%	79µM*	-6%	-6%	-20%	-25%	-1	O=C(O)c1nc2ccccc2nc1C(=O)O
-5%	16%	-13%	-12%	-4%	10%	48%[activator]	237%[activator]	6	COc1cc(Br)ccc1C1CC(=O)C(C)C(c2ccc(Br)cc2OC)N1 (configuration not stated)
-4%	5%	1%	7%	7%	-6%	22%	16%	3	c1ccc(CCc2ccncc2)cc1
34%	30%	5%	23%	14%	-8%	70%[activator]	-1%	2	CNC(=O)c1c2c(nc3ccc(Br)cc13)CCCC2
?	7%	-15%	-11%	-26%	-4%	-17%	?	0	CCOc1ccc(CN2CCN(c3ncnc4scc(-c5ccccc5)c34)CC2)cc1
-3%	-5%	-7%	-3%	-24%	-9%	40%[activator]	-24%	2	COc1ccc(-n2ncc3c(=O)n(CC(=O)OCc4ccccc4)cnc32)cc1
-10%	18µM*	-1%	?	17%	-3%	27%	-46%	2	Cc1cc2cc(CNC(=O)CCC(=O)O)ccc2n1C
39%[activator]	25%[2.33 µM]	.	-5%	-23%	-4%	31%	2%	-3	Clc1ccc(CSc2nnc(-c3ccncc3)o2)cc1
-21%	50µM*	20%	-12%	-13%	7%	32%[activator]	?	-4	COc1cccc(NC2=NCC(=O)N2Cc2cccs2)c1
-4%	15%	-1%	-5%	1%	-3%	30%	136%[activator]	1	O=C1CCC(C(=O)N2CCCC(Nc3ccc(F)cc3)C2)=NN1 (configuration not stated)
-24%	?	1%	-5%	-14%	-7%	13%	-16%	-4	O=S(=O)(c1cccs1)N1CN(CC2CCCO2)c2nc3ccccc3nc21 (configuration not stated)
15%	-38%[59 µM]	0%	-6%	11%	1%	26%	-2%	0	O=C(COC(=O)c1cc(S(=O)(=O)N2CCOCC2)c(Cl)cc1Cl)Nc1ncc(C(F)(F)F)cc1Cl
9%	-32%	-1%	23%	-4%	6%	62%[activator]	10%	1	Cc1cc(C)c(OCC(=O)Nc2ccccc2N2CCCCC2)c(C)c1
-17%	-16%	4%	0%	-3%	0%	6%	-13%	-1	COc1ccc(CCC(=O)Nc2cc(Cl)ccc2N2CCN(C)CC2)cc1
-17%	-4%[59 µM]	4%	-2%	-1%	7%	45%	?	8	COCCN(Cc1ccccc1)P(=O)(O)c1ccccc1OCC(=O)O
-28%	?	2%	-3%	-46%	-1%	9%	-21%	-2	Cc1cccc2nc(CSc3nc4ccc([N+](=O)[O-])cc4[nH]3)c(Br)n12
-20%	10%	-1%	1%	-2%	-1%	36%	-1%	1	CCOC(=O)C1(Cc2cccc(OC)c2)CCCN(Cc2ccc(NC(C)=O)cc2)C1 (configuration not stated)
-8%	-1%[0.501 µM]	0%	-1%	3%	5%	26%	?	4	CCc1noc(C)c1C(=O)Nc1ccc(F)c(F)c1F
-15%	-13%	1%	8%	9%	1%	36%	0%	-5	Cc1ccc2cc(CN(CCN3CCOCC3)C(=O)NCc3ccccc3)c(=O)[nH]c2c1C
-4%	8%	5%	-10%	0%	2%	-5%	-7%	-5	O=C(CCNC(=O)c1ccco1)Nc1ccccc1OC(F)F
0%	1%[59 µM]	-4%	-4%	-29%	-6%	21%	23%	4	O=C(CCN1C(=O)/C(=C/c2ccc3c(c2)OCO3)SC1=S)Nc1ccccc1
18µM*	.	16%	.	15%	.	24%	-1%	-11	CCN(CC)CCSc1nc2c([nH]1)c(=S)n(C)c(=O)n2C

Bioassay records as filed in PubChem.
